Ins promoter up: MIN6 insulin promoter up-regulation. MIN6 insulin promoter-GFP reporter, high-content imaging; active compounds read high. z-score at 5 µM. hit rate 0.3% among 190,000. AID 1625;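 active = z-score above 3 at 5 µM with at least 500 cells counted in the well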
Myeloid diff MLP: compounds promoting myeloid differentiation | ER-HoxA9 myeloid progenitors, lysozyme-GFP differentiation, flow cytometry | calls only at 10 µM | hit rate 1% among 360,000 | AID 624256;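 active = normalized GFP-positive differentiation at or above the plate's own cutoff, the solvent-only control mean plus 3 SD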;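 note: cells exposed to compound for four days before flow analysis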
Lipid droplet: modulators of hepatic lipid droplet formation; AML12 mouse hepatocytes, oleate lipid droplets, BODIPY imaging; inhibition, % at 6.5 µM; hit rate 0.4% among 240,000; AID 1656;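 active = lipid droplet intensity inhibited by at least 50%, with more than 500 cells counted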
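Assay system: AML12 mouse liver cells | Compound: 6.5 µM single-point dosing | Schedule: Overnight exposure | Technique: Fluorescence imaging, 20x objective, two fields per well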
b-catenin transl: alters nuclear translocation of beta-catenin in HeLa cells; immunofluorescence imaging; nuclear translocation activity, % at 5 µM; hit rate 0.3% among 190,000; AID 1665;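 active = nuclear translocation activity above 50% at 5 µM, with a well cell count of 50 or more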;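 note: per-cell ratio of nuclear to cytoplasmic median beta-catenin stain intensity; plate controls were DMSO negative control for no effect and GSK-3 inhibitor IX positive control for full effect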
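Read-out: Nuclear/cytoplasmic beta-catenin signal ratio, % activation | Assay system: Human HeLa cell line | Times: 24 h compound exposure at 37°C, 5% CO2 | Signal: Fluorescence imaging of beta-catenin antibody stain plus DAPI | Dosing: 5 µM primary, 0.02–20 µM confirmation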
T cell modulator: T cell immune modulation candidate. hit rate 0.068% among 330,000. calls only at 7 µM. AID 2052. 2C CD8+ T cell-vesicle binding, flow cytometry; active compounds read low;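 active = response, share of CD8 T cells binding vesicles, and their 90th percentile fluorescence all below set limits, cut at about 80% in these data, passing the limit was not always enough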
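Assay system – 2C mouse CD8+ T cells · Also added – QL9-loaded Drosophila micro-vesicles · Timing – Cell–vesicle co-incubation 1.5 h at 37 °C, staining 20 min on ice · Signal – flow cytometry of vesicle-bound cells · Measure – percent CD8+ FL2 mean versus row control · Controls – Peptide-free naked vesicles (low) and QL9 vesicles with 0.7% DMSO vehicle (high)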
TNAP activation fold: human TNAP enzyme activators, primary screen, biochemical, luminescent, no phosphate acceptor, uHTS (AID 1001). purified TNAP, luminescent activation assay, no phosphate acceptor; higher activation fold means a stronger effect. activation fold at 20 µM, or EC50 in µM where a hit was titrated. hit rate 0.03% among 200,000; in the data active = activation fold from about 3, or a potency from the dose series; inactive = the rest, 99 in 100 with activation fold below about 1.6; note: many of its hits are not listed in these tables
MT stabilize HCS: microtubule stabilization, imaging screen; HeLa tubulin immunostaining HCS, 24 h; share of cells brighter than vehicle mean+2SD; % tubulin-high responders, % at 10 µM; hit rate 0.83% among 200,000; AID 2205;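 active = plate Z-score above 3 for both tubulin-high and condensed-nucleus cell shares, with cell loss under 80%, at 10 µM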;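 note: anti alpha tubulin signal scored within the nucleus-defined area of each cell; some results filed as inactive read as strong as hits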
Dynein cargo inh: blocks dynein driven cargo transport along microtubules; 3617.4 mouse cells, GR-EGFP nuclear translocation imaging; test concentration mostly 20 µM; stimulated with dexamethasone, 1 µM; active compounds read low; z-score, hits read low; hit rate 0.47% among 220,000; AID 1381;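 active = plate z-score of nuclear minus cytoplasmic receptor signal below a set negative limit, without overly bright fluorescence or cell loss, cut at about -3.5 in these data, passing the limit was not always enough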;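 note: z-score of nuclear minus cytoplasmic ring GR-EGFP intensity difference per well; some compounds called inactive have numbers as strong as hits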
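Schedule: 48 h induction, then 1 h compound, then 30 min agonist, 37 °C. Buffer or medium: tetracycline-free induction medium containing charcoal-stripped FBS. Reagent: 1.0 µM final dexamethasone stimulus. Evaluation: nuclear versus cytoplasmic GR-EGFP signal, averaged per well. Signal: high-content fluorescence imaging after fixation.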
PMI inhibitors: inhibitors of human PMI, primary screen, biochemical, fluorescence intensity, coupled assay (AID 1209) | purified PMI enzyme, coupled fluorescence intensity; higher % means a stronger effect | inhibition, % at 20 µM; hits with a dose series show IC50 in µM | hit rate 0.42% among 190,000; in the data active = inhibition above about 50%;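 note: plate controls were DMSO vehicle for no effect and wells lacking substrate for full effect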
Dynein cargo inh cytoplasmic EGFP: further read-out of Dynein cargo inh, marked with its call; z-score; measured here: cytoplasmic GR-EGFP intensity; active compounds read high
Dynein cargo inh nuclear GR-EGFP: further read-out of Dynein cargo inh, marked with its call; z-score; measured here: nuclear GR-EGFP intensity;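 lower value marks the stronger effect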
Dynein cargo inh cell count: also measured in Dynein cargo inh; calls as there; z-score; measured here: cell count per field
Ins promoter up cell count: second read-out of Ins promoter up, no call of its own (marks repeat the call); cell count; measured here: cytotoxicity, nuclei count;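 total cells summed across four imaged fields per well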
Lipid droplet cells 6.5 µM: second read-out of Lipid droplet, no call of its own (marks repeat the call); cell count; measured here: cell count, cytotoxicity flag;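 cells counted across two imaged fields per well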
b-catenin transl cell count 5 µM: also measured in b-catenin transl; calls as there; cell count; measured here: cell count, cytotoxicity flag
T cell modulator vesicle-bound %: further read-out of T cell modulator, marked with its call; double positive events, %; measured here: CD8+ vesicle-bound cell fraction;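 binding gate set so that unloaded-vesicle control wells show 10% double positive cells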
MT stabilize HCS Hoechst-high %: also measured in MT stabilize HCS; calls as there; % Hoechst-high responders; measured here: nuclear condensation Hoechst responders;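 share of cells brighter than vehicle mean plus two SD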
MT stabilize HCS cytotoxicity %: also measured in MT stabilize HCS; calls as there; toxicity, %; measured here: cytotoxicity by cell density;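 0% = mean cell density of plate MIN control wells and 100% = no cells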
Myeloid diff MLP GFP+ MAC1+ %: further read-out of Myeloid diff MLP, marked with its call; GFP+ MAC1+ double positive, %; measured here: differentiation confirmed by MAC1 staining
Starred values were filed as active, the others as inactive; i = inactive; . = no result given.

SMILES | Ins promoter up | Ins promoter up cell count | Myeloid diff MLP | Myeloid diff MLP GFP+ MAC1+ % | Lipid droplet | Lipid droplet cells 6.5 µM | b-catenin transl | b-catenin transl cell count 5 µM | T cell modulator | T cell modulator vesicle-bound % | TNAP activation fold | MT stabilize HCS | MT stabilize HCS Hoechst-high % | MT stabilize HCS cytotoxicity % | Dynein cargo inh | Dynein cargo inh cytoplasmic EGFP | Dynein cargo inh nuclear GR-EGFP | Dynein cargo inh cell count | PMI inhibitors
CCOC(=O)N1CCC(NC(=O)c2cc(C(=O)NC3CCCC3)ccc2CO)CC1 | -0.22 | 1829 | i | 1.8 | 17.4 | 703 | -2.2 | 1146 | i | 28.9 | 1.1 | 3.8 | 2.4 | 4.8 | 0.67 | -0.139 | 0.751 | -1.06 | 8.2%
Fc1ccc2c(Cl)c(-c3nnc(-c4cccs4)o3)sc2c1 | 0.98 | 705 | i | 2.1 | 0.3 | 701 | -1.6 | 1164 | i | 28.6 | 1.1 | 4.3 | 3.2 | 1.7 | -0.594 | -0.221 | 0.142 | 0.174 | -1.5%
COCCNC(=O)C(c1ccccc1)N(C(=O)Cn1nnc2ccccc21)c1cccnc1 (stereo not drawn) | 0.09 | 1162 | i | 0.9 | . | . | -3.9 | 853 | i | 29.2 | 1.1 | 3.2 | 1.7 | 6.4 | 0.575 | -0.131 | 0.402 | -0.67 | 0.3%
COc1ccc(C2(CCN)CC(C)N(C)CC2C)cc1 (stereo not drawn) | 0.2 | 1025 | i | 0.3 | . | . | -7.1 | 929 | i | 6.1 | 1 | 6.7 | 3.6 | 4.8 | -0.422 | -0.305 | -0.105 | 0.257 | -23.6%
Cn1c(/C(C#N)=C(\O)COc2ccc3ccccc3c2)nc2ccccc21 | 0.72 | 971 | i | 0.5 | . | . | -1.9 | 1233 | i | 19.8 | 1.1 | 4.2 | 2.9 | 8.3 | 0.0825 | -0.183 | 0.353 | -0.292 | 2.4%
O=C(Nc1c(Cl)cc(Cl)cc1C(=O)NCCN1CCOCC1)c1ccc(Cl)cc1Cl | . | . | i | 0.7 | -129.0 | 627 | -0.4 | 1155 | i | 43.0 | 1.1 | 3.6 | 2.1 | 3.7 | 0.702 | -0.246 | 0.695 | 1.26 | 7.2%
c1ccc(CCNc2ncnc3sccc23)nc1 | -0.13 | 1127 | i | 0.6 | -8.9 | 663 | 3.5 | 1075 | i | 33.2 | 1 | 7.1 | 2.0 | 8.5 | 0.789 | -0.303 | 0.00306 | -0.732 | -9.8%
O=C(c1ccco1)N1CCN(S(=O)(=O)c2ccc(S(=O)(=O)NC3CCCC3)cc2)CC1 | 0.5 | 1356 | i | 0.8 | . | . | -7.4 | 883 | i | 19.6 | 1.1 | 1.2 | 1.0 | 0.1 | 0.403 | -0.211 | 0.0116 | 0.059 | -7.9%
COc1cc(C2NC(=O)NC(C)=C2C(=O)Nc2cccc(C)c2C)cc(OC)c1OC (stereo not drawn) | . | . | i | 1.0 | 0.5 | 686 | -0.3 | 1231 | i | 16.9 | 1.1 | 3.1 | 1.4 | 7.0 | 2.31 | -0.269 | 0.0138 | -0.966 | 4.1%
O=C(CN(CC1CCCO1)C(=O)CNS(=O)(=O)c1ccc(Cl)cc1)NCC1CCCO1 (stereo not drawn) | . | . | i | 4.8 | -29.2 | 685 | 2.4 | 541 | i | 27.4 | 1.1 | 3.3 | 2.4 | 0.9 | 0.533 | -0.156 | 0.745 | -1.31 | -2.7%
CC1=CC(=C(C#N)C#N)C=C(C)N1CCN1CCN(C(=O)Nc2ccc(Cl)c(Cl)c2)CC1 | . | . | i | 0.5 | 16.7 | 533 | -0.6 | 944 | i | 42.6 | 1.1 | 1.1 | 4.2 | 6.5 | -0.596 | -0.284 | -0.631 | 0.509 | 7.7%
COc1ccc(C2=NCC(CSc3nccc(=O)[nH]3)S2)cc1 (stereo not drawn) | . | . | i | 0.9 | . | . | . | . | i | 27.8 | 1.1 | 6.0 | 3.8 | 8.3 | -0.0632 | -0.00326 | -0.619 | -0.177 | 3.6%
Cn1c(SCc2nc(-c3ccc(Cl)cc3)no2)nnc1-c1ccccc1 | . | . | i | 0.7 | 19.9 | 833 | -14.9 | 1308 | i | 10.5 | 1.1 | 2.7 | 1.2 | 11.4 | -0.485 | -0.121 | -0.304 | 0.458 | -1.9%
CC(C)CC(=O)Nc1ccccc1N1CCN(c2ccc(F)cc2)CC1 | 0.23 | 1265 | i | 0.5 | -19.6 | 732 | -1.0 | 1094 | i | 31.2 | 1.1 | 1.5 | 1.1 | 2.7 | -1.05 | -0.148 | -0.47 | 2.92 | 9.8%
CC(C)NC(=O)NNc1c(Cl)cncc1Cl | 0.3 | 955 | i | 1.3 | -4.3 | 643 | 0.1 | 1274 | i | 56.8 | . | . | . | . | 0.00357 | -0.162 | 0.326 | 0.102 | .
COc1cc(NC(=O)COC(=O)CNC(=O)c2ccc(C)s2)cc(OC)c1 | -0.27 | 1231 | i | 0.2 | 4.7 | 731 | 2.6 | 1037 | i | 54.7 | 1.2 | 2.9 | 1.6 | 10.9 | 0.0229 | -0.313 | -0.142 | -0.0291 | 2.8%
O=C1C2C3C=CC(C3)C2C(=O)N1CCCCCCN1C(=O)C2C3C=CC(C3)C2C1=O (stereo not drawn) | 0.77 | 1667 | i | 0.4 | -35.4 | 624 | -1.6 | 939 | i | 44.5 | 1 | 1.7 | 2.4 | 2.3 | 2.01 | -0.165 | 0.581 | -0.889 | 5.5%
Cc1ccc(NC(=O)CCNC(=O)c2ccc([N+](=O)[O-])cc2)cc1S(=O)(=O)N(C)C | -0.31 | 1231 | i | 0.8 | -4.2 | 645 | -1.4 | 1149 | i | 41.0 | 1.1 | 2.0 | 3.4 | 4.3 | -0.105 | -0.227 | 0.395 | -0.197 | -1.1%
CCOC(=O)c1ccccc1NC(=O)Cn1cnc2c(nnn2-c2ccc(C)cc2)c1=O | 0.63 | 1602 | i | 3.3 | -12.0 | 685 | -0.1 | 1050 | i | 7.5 | 1 | 2.4 | 2.6 | 5.0 | -0.177 | 0.0402 | 0.16 | -1.08 | 12.2%
CC(C)OC(=O)CSc1nnc(Cc2ccccc2)n1CC1CCCO1 (stereo not drawn) | -0.23 | 849 | i | 0.4 | -13.7 | 766 | -7.3 | 1274 | i | 57.2 | 1.1 | 3.9 | 1.9 | 4.4 | -0.11 | -0.279 | 0.209 | 1.1 | 3.5%
OCCC1CN(Cc2cnc(N3CCOCC3)s2)CCN1C1CCCC1 (stereo not drawn) | -0.9 | 1283 | i | 0.2 | 1.3 | 704 | -2.9 | 1224 | i | 22.8 | 1.1 | 2.5 | 2.6 | 9.1 | -0.775 | -0.294 | -0.306 | 0.347 | 4.3%
COc1ccccc1C(=O)Nc1nnc(-c2ccc(F)cc2)o1 | 0.5 | 994 | i | 2.4 | . | . | . | . | i | 30.2 | 1.2 | 1.8 | 2.6 | 4.2 | -0.856 | -0.249 | -0.509 | 0.571 | 9.7%
CCOc1ccc(C2=Nn3c(nnc3-c3ccco3)SC2)cc1 | -0.52 | 1384 | i | 1.8 | . | . | -0.2 | 1338 | i | 20.2 | 1.1 | 2.9 | 1.8 | 2.9 | 0.498 | -0.0706 | -0.0151 | -0.949 | 8.1%
COC(=O)c1ccc2nc(NC(=O)COC(=O)CSc3nc(C)cc(C)n3)sc2c1 | 0.3 | 1287 | i | 1.1 | 12.2 | 676 | -2.9 | 573 | i | 17.3 | 1.1 | 2.8 | 1.5 | 0.9 | 3.13 | -0.386 | 2.62 | -0.703 | -7.2%
O=c1c2[nH]c3ccccc3c2ncn1CCN1CCCCC1 | 0.97 | 1080 | i | 0.6 | . | . | -1.8 | 1102 | i | 36.6 | 1.1 | 2.4 | 1.8 | 3.3 | 3.3 | -0.135 | 1.55 | -1.47 | -4.9%
Cc1nc2ccc(NC(=S)N3CCOCC3)cc2nc1C | 0.51 | 1612 | i | 0.4 | -11.2 | 669 | -1.2 | 1054 | i | 56.0 | 1.1 | 4.4 | 1.4 | 1.1 | -0.156 | 0.843 | 0.27 | 0.564 | 13.0%
COc1ccc(/C=C(/NC(=O)c2cccs2)C(=O)N2CCOCC2)cc1OC | 0.06 | 1159 | i | 0.2 | -5.1 | 682 | -1.7 | 1091 | i | 47.4 | 1 | 4.1 | 2.3 | 9.6 | -0.514 | -0.196 | -0.206 | -0.167 | -2.5%

Compound activity from PubChem BioAssay.
